# GSK3A inh = inhibitors of human GSK-3 alpha kinase. inhibition, % at 10 µM. AID 2650. P49840. ADP-Glo luminescence, 60 min. actives 0.1% (n = 320,000);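 in the data active = inhibition above about 50%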;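 note: GST-tagged GSK-3 alpha with peptide substrate and 25 µM ATP; 0% = DMSO neutral wells and 100% = GW8510 positive control wells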
# Target sequence (P49840 whole entry, looked up): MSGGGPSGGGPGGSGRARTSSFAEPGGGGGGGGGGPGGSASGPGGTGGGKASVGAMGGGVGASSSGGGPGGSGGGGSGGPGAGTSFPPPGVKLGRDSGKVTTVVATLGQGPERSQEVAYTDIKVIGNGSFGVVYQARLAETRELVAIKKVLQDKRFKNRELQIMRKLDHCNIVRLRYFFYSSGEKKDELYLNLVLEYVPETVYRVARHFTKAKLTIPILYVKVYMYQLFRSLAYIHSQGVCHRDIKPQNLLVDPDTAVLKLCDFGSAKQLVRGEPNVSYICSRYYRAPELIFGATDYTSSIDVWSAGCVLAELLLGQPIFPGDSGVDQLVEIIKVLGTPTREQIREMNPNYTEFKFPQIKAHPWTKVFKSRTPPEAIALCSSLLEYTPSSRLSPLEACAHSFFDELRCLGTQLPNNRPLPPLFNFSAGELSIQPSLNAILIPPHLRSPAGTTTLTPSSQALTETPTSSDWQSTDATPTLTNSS
# KLF5 inh = inhibitors of KLF5 expression | DLD-1 KLF5 promoter-luciferase reporter, luminescence | inhibition, % at 5 µM | actives 0.23% (n = 290,000);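 active = inhibition above a per-plate limit of that plate's mean compound inhibition plus 3 SD, cut at about 60% in these data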;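 note: 0% = DMSO wells and 100% = LY294002 at 200 µM; higher means less KLF5 promoter-driven luciferase light; inactives centre near -14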
# HSF-1 act = increases HSF-1 driven luciferase reporter signal. NIH3T3-HGL HSF-1 luciferase reporter, MG132, 8 h; 100% = twice DMSO control signal. actives 1.7% (n = 300,000). activation, % at 9 µM;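 active = mean replicate activation of at least 50% with a set share of replicates each reaching 50%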;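 note: 0% = median of the neutral control wells and 100% = twice that signal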
# GSK3beta inhib = inhibitors of human GSK3beta kinase; P49841; activity score (negative = inhibition), % at 10 µM; AID 2097; actives 0.038% (n = 300,000); GST-GSK3beta kinase, ADP-Glo luminescence, 60 min; active compounds read low;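 active = more than half of replicate wells score below -50%, meaning over 50% inhibition versus plate controls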;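 note: 0% = median DMSO wells and -100% = median GW8510 positive control wells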
# Target sequence (P49841 whole entry, looked up): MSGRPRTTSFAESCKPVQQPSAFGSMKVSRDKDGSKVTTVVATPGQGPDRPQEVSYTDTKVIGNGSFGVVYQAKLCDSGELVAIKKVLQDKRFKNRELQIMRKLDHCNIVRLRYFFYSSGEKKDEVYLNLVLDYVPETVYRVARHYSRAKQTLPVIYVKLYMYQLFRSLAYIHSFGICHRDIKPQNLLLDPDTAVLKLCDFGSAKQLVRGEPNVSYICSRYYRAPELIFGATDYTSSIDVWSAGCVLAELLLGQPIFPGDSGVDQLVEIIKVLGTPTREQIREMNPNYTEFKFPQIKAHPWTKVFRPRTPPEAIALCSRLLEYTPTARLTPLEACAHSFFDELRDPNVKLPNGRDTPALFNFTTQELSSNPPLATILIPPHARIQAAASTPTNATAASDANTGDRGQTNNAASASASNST
#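 test system = GST-tagged human GSK3beta kinase, cell-free | reagent = 25 µM ATP with peptide substrate | dosing = one dose of 10 µM per compound | schedule = 60 min reaction, RT | detection = luminescent ADP-Glo measurement of ADP formed | control set = DMSO neutral wells and GW8510 at 20 µM as positive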
# IEC-6 cytotox = counter-screen for KLF5 inhibitors: cytotoxicity in IEC-6 cells; IEC-6 cytotoxicity, luminescence viability; inhibition, % at 5 µM; actives 0.78% (n = 290,000); AID 1825; in the data active = inhibition above about 22%;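 note: 0% = plate median of test compound wells and 100% = cytotoxic reference compound wells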
# AI-2 QS modul = Vibrio harveyi AI-2 quorum sensing modulation. Vibrio harveyi JMH597 AI-2 luminescence/OD600 ratio, 9 h; active compounds read low; strain lacks LuxN and CqsS sensors; 0 = neutral-control median. activity change, % at 7.5 µM. actives 0.4% (n = 300,000). AID 2094; in the data active = activity change below about -75%, passing the limit was not always enough;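 note: luminescence divided by OD600 gain over 9 h not by final OD600 alone; inactives centre near 13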
# aSyn UTR inh = 5' untranslated region of α-synuclein, MLPCN primary screen. inhibition, % (tested at 7.5 µM). AID 1813. actives 0.82% (n = 300,000). alpha-synuclein 5'UTR reporter, inhibitor activity; in the data active = inhibition above about 60%;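 note: H4 neuroglioblastoma cells stably carrying SNCA 5'UTR luciferase fusion; 0% = DMSO wells and 100% = positive control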
# HSP90 inh = HSP90 refolding inhibition in rabbit reticulocyte lysate; AID 1789; actives 0.91% (n = 290,000); inhibition, % at 5.6 µM; luciferase refolding luminescence, 3 h;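 active = inhibition above the screen-wide mean plus 3 SD, computed separately per campaign, cut at about 16% in these data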;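 note: 0% = DMSO wells and 100% = 60 µM geldanamycin wells; inhibitors lower the luminescence because luciferase stays unfolded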
# HSF1 inh = HSF1 inhibition | NIH3T3-HGL HSE-luciferase, MG132-induced, luminescence 8 h; active compounds read low | activity change, negative = inhibition, % at 7.5 µM (by protocol) | actives 0.77% (n = 300,000) | AID 2098;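 active = more than half of replicate wells show activity change below -50%, luminescence cut by over half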;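 note: luciferase reports HSF-1 transcriptional activity via heat shock element; 0% = median of DMSO wells and -100% = zero luminescence signal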
# HIF act = HIF pathway transcriptional activation. U2OS HRE-luciferase reporter, luminescence; normalized: DMSO 0%, desferrioxamine 100%. activation, % at 7.5 µM (by protocol). actives 0.32% (n = 300,000);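 active = mean activation of at least 10% of the iron chelator positive control signal, with at least half of replicates also reaching 10%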
# * hit, by the source's call; . = not tested or not shown.
# The line under a structure holds: KLF5 inh	HSF1 inh	HSP90 inh	HIF act	IEC-6 cytotox	aSyn UTR inh	GSK3A inh	AI-2 QS modul	GSK3beta inhib	HSF-1 act
> COc1cccc(CN2CCc3ccc(NC(=O)CCc4ccc(C)cc4)cc3C2)c1O
  -23	0	4	0.3	-3	-13	.	28	3	2
> Cc1ccccc1NS(=O)(=O)c1ccc(OCC(=O)N2CCCCC2)cc1
  -59	-6	-2	-0.3	0	2	-3	1	0	11
> NS(=O)(=O)c1ccc(CCNC(=O)CNC(=O)COc2ccccc2)cc1
  4	11	0	-28	-5	0	1	12	-2	29
> CCc1nnc(NC(=O)CSc2nc3cccnc3n2Cc2ccccc2)s1
  -15	20	-1	-27	2	-3	1	8	-1	47
> CCCCn1c(=O)c(C(=O)OCC)c(O)c2ccccc21
  -7	1	-2	-0.4	-13	-10	3	15	-3	20
> NC(=O)CNC(=O)c1cccc(Cl)c1
  5	-9	2	-0.6	7	-1	-1	-2	4	4
> O=C(NCCCn1ccnc1)C(=O)NCC(c1cccnc1)N1CCN(c2ccc(F)cc2)CC1 (stereo unspecified)
  5	1	-1	-0.1	3	6	1	-2	0	-11
> Cn1cc(C(=O)c2cccc(Cl)c2)cc1C#N
  -7	3	-5	0.2	-4	22	-1	22	-1	-3
> Cc1ccc(C2Nc3cccc4cccc(c34)N2)cc1
  -4	-2	5	0.1	0	14	-2	6	1	1
> FC(F)(F)c1cnc(Oc2ccccc2-c2nnco2)c(Cl)c1
  -34	2	2	-0.3	-1	10	-1	18	-1	19
> O=C1CCCN1CCCNS(=O)(=O)c1ccc(Br)cc1
  -16	-2	-3	-0.1	2	18	0	-3	3	-1
> O=C(Nc1ccccc1C(=O)NCc1cccnc1)c1ccco1
  -46	0	1	0.6	2	18	5	4	-5	-1
> Cc1cc(Cl)ccc1OCC(=O)NC(=S)Nc1ccccc1N1CCOCC1
  -4	1	-1	0.5	-2	10	-1	14	2	10
> Cc1ccc(N2C(=O)[C@@H]3[C@H](C2=O)C2c4ccccc4C=CN2[C@@H]3C(=O)c2ccco2)c(C)c1 (stereo partly specified)
  -57	0	6	-0.7	2	0	.	9	0	23
> O=C(NC1CCCCC1)N1CCN(Cc2ccco2)CC1
  -18	1	-4	0.1	-3	-4	.	15	0	15
> C#CCn1c(O)c(N=NC(=O)CNC(=O)/C=C/c2ccccc2)c2ccccc21
  -7	-2	-3	0.2	-5	-20	-3	34	-5	1
> Cc1cccc(NC(=S)N(CCN(C)C)C(C)c2ccccn2)c1 (stereo unspecified)
  -21	0	2	0.3	5	-25	-4	12	-1	20
> Cc1cc(C(=O)COC(=O)Cc2n[nH]c(=O)c3ccccc23)c(C)n1-c1ccc2c(c1)OCCO2
  -14	-57*	1	-1.0	4	-100	1	24	-25	-58
> CC(C)CCNC(=O)C1CCCCN1S(=O)(=O)c1ccc(F)cc1 (stereo unspecified)
  -27	5	5	-0.3	3	5	-1	18	2	-17
> O=C1OC(/C(=C\NCc2ccccc2)[N+](=O)[O-])c2ccccc21 (stereo unspecified)
  -12	2	1	-0.2	-1	-34	-1	14	-2	7
> CCOC(CNC(=O)CN1C(=O)COc2ccc(S(=O)(=O)N3CC(C)CC(C)C3)cc21)OCC (stereo unspecified)
  -2	1	-3	0.0	-4	6	0	21	1	2
> CCN1CCN(c2ccc(S(=O)(=O)N3CCOCC3)cc2NC(=O)c2ccc(Cl)s2)CC1
  .	-11	.	-0.3	.	4	-1	3	1	-6
> O=C(NCc1ccccc1)C(=O)NCC1OCCCN1S(=O)(=O)c1cccs1 (stereo unspecified)
  -52	12	1	-0.2	3	2	2	0	3	31
> CSCCC(NC(=O)c1ccc([N+](=O)[O-])cc1Cl)C(=O)OC1CCCCC1=O (stereo unspecified)
  -23	-1	6	-0.4	2	10	-1	19	0	-7
> Cc1cc(O)c(C(=O)/C=C/c2ccc(C(C)C)cc2)c(=O)o1
  -122	13	-4	8.9	-5	-129	-2	33	-2	2
> CCOC(=O)c1sc(NC(=O)c2sccc2C)cc1C
  -106	42	0	0.4	3	-82	2	-4	-1	73*
> COc1ccccc1NC(=O)C(=O)N/N=C/c1ccc([N+](=O)[O-])s1
  -9	.	1	-0.3	2	-138	.	32	-4	.
> Cc1cc(C(=O)NN=C2CCCC2)c2ccccc2n1
  .	-2	.	1.2	.	-5	.	13	2	12
> Cc1ccc(C2NC(=O)NC(O)(C(F)(F)F)C2C(=O)c2ccccc2)o1 (stereo unspecified)
  8	-6	0	0.4	-5	15	-5	12	2	9
> Cc1cc(C(=O)Nc2ncc(C)s2)c2ccccc2n1
  -20	0	-1	0.5	7	-39	-3	20	0	3

# 2 records picked at random from the list so far:
# The line under a structure holds: KLF5 inh	HSF1 inh	HSP90 inh	HIF act	IEC-6 cytotox	aSyn UTR inh	GSK3A inh	AI-2 QS modul	GSK3beta inhib	HSF-1 act
> O=C(NCc1ccccc1)C(=O)NCC1OCCCN1S(=O)(=O)c1cccs1 (stereo unspecified)
  -52	12	1	-0.2	3	2	2	0	3	31
> CC(C)CCNC(=O)C1CCCCN1S(=O)(=O)c1ccc(F)cc1 (stereo unspecified)
  -27	5	5	-0.3	3	5	-1	18	2	-17

# Single entries from the list.
# Reading of Cc1cccc(NC(=S)N(CCN(C)C)C(C)c2ccccn2)c1 (stereo unspecified) in GSK3A inh: -4
# Reading of Cc1cc(C(=O)COC(=O)Cc2n[nH]c(=O)c3ccccc23)c(C)n1-c1ccc2c(c1)OCCO2 in GSK3beta inhib: -25

# Going on with the list.
# The line under a structure holds: KLF5 inh	HSF1 inh	HSP90 inh	HIF act	IEC-6 cytotox	aSyn UTR inh	GSK3A inh	AI-2 QS modul	GSK3beta inhib	HSF-1 act
> COc1cc(/C=N/NC(=O)CCN2CCN(C)CC2)cc2c1OCO2
  -31	-8	3	-0.2	-6	4	0	19	-3	0
> O=C(C1CCCN1S(=O)(=O)c1cccc2cccnc12)N1CCn2c1nc1ccccc12 (stereo unspecified)
  3	2	-2	.	-5	9	2	13	2	10
> CC1=C(C#N)C(NC(=O)c2ccc(Cl)cc2)(C(F)(F)F)C(=O)N1 (stereo unspecified)
  -12	-6	-1	-0.3	-7	15	-3	25	0	8
> C/C=C(\C)CN1CCC(n2nccc2NC(=O)c2ccc(OC)cc2)CC1
  -24	-9	-3	0.3	-6	-1	3	8	-5	-11
> CCOC(=O)c1sc(NC(=O)c2ccoc2C)c(C(N)=O)c1C
  -13	4	-2	-0.2	-9	-12	3	15	-2	-11
> COc1cc(C(=O)Nc2ccc(C(N)=O)cc2)c([N+](=O)[O-])cc1OC
  -17	-13	5	-0.7	2	4	1	33	0	5
> Cc1nonc1NC(=O)OC1CCCCC1
  -70	-10	4	-0.7	-1	30	.	7	2	-4
> COc1ccc(C(=O)c2c[nH]c(C(=O)NCc3cccs3)c2)cc1
  -17	0	1	0.3	7	-25	1	-1	2	8
> O=C(NNC(=S)NCC1CCCO1)c1cc(Br)ccc1Cl (stereo unspecified)
  -34	-5	1	1.0	-2	16	-3	-9	1	3
> O=C1c2cccnc2C(=O)N1Cc1ccc(S(=O)(=O)NCc2ccco2)cc1
  -20	1	-5	0.2	-2	-3	1	31	2	1
> CNC(=O)NNC(=O)c1csc(Cc2c(Cl)sc3ccc(Cl)cc23)n1
  -126	2	-2	-0.7	2	19	2	.	-2	19
> Cc1cc(C)c(NC(=O)COC(=O)Cc2ccsc2)c(C)c1
  -11	0	2	-0.1	1	-4	0	11	1	-4
> CC(=O)c1ccc(OCc2cc(C(=O)NCCn3nc(C)cc3C)no2)cc1
  -34	8	2	2.5	0	-68	3	1	2	25
> CSc1ccccc1NC(=O)CN(C)Cc1cc(=O)n2ccsc2n1
  -7	12	-1	-0.1	-1	13	5	6	1	39
> Cc1c(N2C(=O)/C(=C/C3CC=CCC3)SC2=S)c(=O)n(-c2ccccc2)n1C (stereo unspecified)
  -5	22	8	-0.2	-1	30	0	3	2	23
> Cc1nn(CCC(=O)O)c(C)c1C
  -19	-2	3	0.8	6	-5	1	-3	0	0
> COc1ccc(NC(=O)CN(C)S(=O)(=O)c2ccc3c(c2)OCCO3)c2ncccc12
  1	-5	0	-0.2	-8	31	0	37	2	3
> CN(C)C(=O)CSc1nc2ccc(N3C(=O)c4ccccc4C3=O)cc2s1
  -4	3	-1	0.1	6	11	-8	15	-17	-5
> CCN(CCCNc1ncnc2nc[nH]c12)c1cccc(C)c1
  6	-5	-1	-0.4	-5	-3	3	15	1	6
> CC(=O)Nc1nc(C(=O)Nc2c(C)n[nH]c2C)cs1
  -2	-4	-1	-0.1	-6	19	-1	13	2	-12
> NC(=S)N(c1ccccc1)c1ccccc1
  1	5	1	3.0	-14	-6	-4	28	-2	2
> COC(=O)C(F)(F)Sc1c(C)[nH]c2ccccc12
  2	.	7	.	3	.	-3	.	.	.
> O=c1nc(N/N=C/c2ccccn2)cn[nH]1
  8	-2	0	7.5	-2	27	4	-88*	2	-3
> O=C(CCn1nnc2ccccc21)Nc1nnc(COc2ccc(F)cc2)s1
  -9	4	1	0.2	1	13	-2	14	2	9
> Cc1ccc(N2CCC(N3CCN(C4CCCCC4)C(CCO)C3)CC2)cc1 (stereo unspecified)
  6	2	3	-0.5	0	-25	-3	8	4	-5
> CC1=NNC(=O)C1CCC(=O)N/N=C\c1ccccc1[N+](=O)[O-] (stereo unspecified)
  12	-8	0	-0.3	-5	21	1	16	-2	-8
> COC(=O)c1[nH]c2cc(OC)ccc2c1NC(=O)CCN1CCN(c2ccccc2)CC1
  -10	-11	1	0.2	-4	17	-2	7	-1	-7
> COCCNC(=O)c1cccc2c1-c1ccccc1C2=O
  -25	0	0	-0.7	-2	-3	-1	25	-3	-1
> Cn1c(CNC(=O)c2ccco2)nnc1SCC(=O)Nc1ccc(Cl)cc1
  .	-6	.	-1.8	.	-20	-2	1	-1	-17
> Cc1cccc(Cl)c1NC(=O)N1CCCN(c2ncccc2[N+](=O)[O-])CC1
  -29	-4	3	-0.1	-1	-1	3	25	4	12
> COc1ccc(C(=O)Nc2ccc(S(=O)(=O)N3CCCC3)cc2)c(OC)c1
  -12	-4	7	-0.6	4	-2	-2	4	3	3
> O=C1CCCc2ccccc2N1
  -29	3	-1	-0.1	0	2	5	7	-1	10
> COc1cc(C(c2nnnn2C2CCCC2)N2CCc3ccccc3C2)ccc1O (stereo unspecified)
  -1	7	-1	-0.2	1	-1	-2	9	4	2
> COc1ccc(NC(=O)c2ccc3c(SCC(=O)O)c4c(nc3c2)CCCC4)cc1Cl
  -7	-9	0	-0.8	-2	32	-2	19	-1	-3
> CCCCOC(=O)c1ccc(NC(=O)c2c(OC)cccc2OC)cc1
  -4	-3	-1	-0.2	-1	2	-2	2	-1	-2
> COC(=O)/C=C1\NC(=O)C(C)S1 (stereo unspecified)
  1	-6	-1	-0.4	7	-14	-1	16	-2	2
> CCn1c(SCC(=O)Nc2nnc(C)s2)nnc1-c1ccncc1
  -14	0	-2	-0.1	-3	-2	-1	-3	0	-2
> Cc1c([N+](=O)[O-])c(C/C=N/O)nn1C
  13	-1	-5	-0.2	-3	20	.	19	-2	3
> COc1ccccc1/C=C/CN1CCNC(=O)C1CC(=O)NCCc1cnccn1 (stereo unspecified)
  -13	2	-4	0.1	-1	3	-2	11	-1	-12

# Source: PubChem BioAssay (several laboratories)
